# High-throughput results: PubChem, National Center for Advancing Translational Sciences (NCATS)
# rTrxR1 inhibitor: blocks rat thioredoxin reductase 1; recombinant rTrxR1, NADPH fluorescence consumption, selenite substrate; Potency, µM (series often up to 114 µM), inactives show at the highest dose activity change, negative = inhibition, hits mostly inhibitors; 390,000 tested, 1% active; O89049; further: potency means the concentration at half of the fitted maximal effect; on the % scale 0 is the no-effect control and ±100 the full control effect; nearly all actives have a fitted effect of over 65% in size
#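 Rat TrxR1 (90 nM in the dispensed reagent) was pre-reduced with 400 uM NADPH for 5 min at room temperature, then incubated with compound for 15 min. After 400 uM selenite was added, NADPH fluorescence (Ex 340/Em 450 nm) was followed for 8 min.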
# IDH1 R132H inh: inhibitors of human mutant IDH1 R132H. O75874. 390,000 tested, 0.093% active. IDH1-R132H enzyme, NADPH consumption, diaphorase/resazurin fluorescence. AID 602179. Potency, µM (doses to about 76.6 µM), inactives show top-dose activity change, negative = inhibition, usual class: inhibitors; further: potency means the concentration at half of the fitted maximal effect; on the % scale 0 is the no-effect control and ±100 the full control effect; nearly all actives have a fitted effect of over 65% in size
#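 IDH1-R132H (0.5 ug/mL) preincubated 30 min with compound, then NADPH (0.016 mM) and alpha-KG (2 mM) added; 80 min at RT, pH 7.5. Remaining NADPH coupled via diaphorase/resazurin to fluorescence (540/590 nm); concentration-response curves normalized to no-enzyme control.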
# D2 ag: activates the human D2 dopamine receptor; AID 485358; 340,000 tested, 0.53% active; HEK293 T-REx D2 cells, calcium flux agonist mode; activation, % at 2 µM; P14416;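 active means activation over 3 SD above normal in the single-dose calcium agonist read, cut at about 30% in these data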; further: 0% is about no effect
# Target sequence (P14416 whole entry, looked up): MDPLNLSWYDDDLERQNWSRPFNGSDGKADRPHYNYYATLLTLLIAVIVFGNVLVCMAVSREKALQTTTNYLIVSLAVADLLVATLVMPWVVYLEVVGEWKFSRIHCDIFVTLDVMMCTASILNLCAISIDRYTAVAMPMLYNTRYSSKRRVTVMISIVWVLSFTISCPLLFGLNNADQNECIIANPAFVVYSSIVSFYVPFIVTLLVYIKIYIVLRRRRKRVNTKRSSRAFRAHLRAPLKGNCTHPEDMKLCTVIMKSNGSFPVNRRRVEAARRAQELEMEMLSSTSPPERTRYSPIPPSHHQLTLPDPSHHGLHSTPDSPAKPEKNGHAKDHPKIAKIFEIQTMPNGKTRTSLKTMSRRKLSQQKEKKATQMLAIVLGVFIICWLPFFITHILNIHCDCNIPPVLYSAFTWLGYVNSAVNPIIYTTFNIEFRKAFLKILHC
#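 Tetracycline-induced HEK293 Trex cells with D2 receptor force-coupled to calcium signaling, plated overnight at 30 C and loaded with no-wash calcium dye. Calcium flux read kinetically for 180 s after compound addition; responses flag agonists.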
# TrxR1 substrate: substrates of rat thioredoxin reductase 1. purified TrxR1 substrate turnover, NADPH consumption readout. O89049. 390,000 tested, 0.01% active. AID 588456. Potency, µM (top dose mostly 114 µM), for the others: at the top dose activity change, negative = substrate turnover; further: potency means the concentration at half of the fitted maximal effect; on the % scale 0 is the no-effect control and ±100 the full control effect; nearly all actives have a fitted effect of over 50% in size
#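 Rat TrxR1, dispensed at 90 nM, was prereduced with 400 uM NADPH (final) for 5 min at ~22 deg C, then incubated with compound 15 min before 400 uM selenite. A first-read NADPH fluorescence drop versus no-compound background flagged substrates.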
# TRHR ag: TRH receptor (human) agonism; P34981; activation, % at 2 µM; AID 493084; TRHR cells, calcium flux fluo-8, FDSS agonist mode; 360,000 tested, 0.18% active; in the data active means activation above about 30%; further: 0% is about no effect
# Target sequence (P34981 whole entry, looked up): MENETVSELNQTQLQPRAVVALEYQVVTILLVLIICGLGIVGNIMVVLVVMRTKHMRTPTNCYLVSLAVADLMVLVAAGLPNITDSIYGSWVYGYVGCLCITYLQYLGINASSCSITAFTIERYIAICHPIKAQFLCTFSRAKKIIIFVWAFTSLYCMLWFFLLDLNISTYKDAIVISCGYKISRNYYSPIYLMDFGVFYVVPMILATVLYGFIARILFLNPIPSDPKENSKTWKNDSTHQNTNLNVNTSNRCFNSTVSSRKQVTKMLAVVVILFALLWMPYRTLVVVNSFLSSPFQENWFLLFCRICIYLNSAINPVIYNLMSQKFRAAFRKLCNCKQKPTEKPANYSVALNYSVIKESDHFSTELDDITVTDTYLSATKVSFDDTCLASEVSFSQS
#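 TRHR-expressing cells, plated overnight in medium with 10% serum, were loaded with fluo-8 calcium dye at room temperature. After a 10 s baseline, library compound was pin-added and calcium release was recorded kinetically (ex 480/em 530) as agonist response.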
# TRHR enhancer: TRH receptor (human) allosteric enhancement; TRHR cells, fluo-8 calcium fluorescence, EC20 TRH enhancement; enhancement, % at 2 µM; P34981; AID 493056; 360,000 tested, 0.66% active; in the data active means enhancement above about 30%; further: 0% is about no effect
#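 TRHR-expressing cells loaded with fluo-8 calcium dye were read kinetically (ex 480/em 530) during compound addition, then stimulated with an EC20 of TRH (10 nM final). Enhancement of the Gq-mediated intracellular calcium response was scored.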
# USP1 inh: USP1/UAF1 (human) deubiquitinase inhibition. O94782. recombinant USP1/UAF1, Ub-Rhodamine cleavage fluorescence. Potency, µM (titrated, usually from 57.1 µM), for inactives: at the top dose activity change, negative = inhibition, hits mostly inhibitors. 390,000 tested, 0.23% active. AID 743255; further: potency means the concentration at half of the fitted maximal effect; on the % scale 0 is the no-effect control and ±100 the full control effect; nearly all actives have a fitted effect of over 60% in size; inactives centre near -12
#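 In this screen, compounds sit with the deubiquitinase complex (1nM) for 15 min at room temperature before Ub-Rho is added at 150nM final. Fluorescence rise is then followed for 6 reads every 60 seconds.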
# D2 antagonist: antagonizes the human D2 dopamine receptor | P14416 | HEK293 TREx D2 cells, calcium flux, dopamine EC80 | inhibition, % at 10 µM | 340,000 tested, 2% active; in the data active means inhibition above about 30%; further: 0% is about no effect
#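 In this primary screen, negative modulation is detected by tracking calcium flux after an EC80 dopamine challenge in inducible HEK293 T-REx D2 cells preexposed to test compound for 180 s.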
# Pin1 inhibitor: blocks the human prolyl isomerase Pin1 | Q13526 | Pin1 FP peptide displacement, HiFluor488, 10 min | Potency, µM (doses to about 115 µM), for the others: at the top dose activity, negative = inhibition, hits mostly inhibitors | 390,000 tested, 0.009% active; active means well fitted inhibition curve with a large enough effect in the polarisation, with a control signal flat, not every such curve was filed as active; inconclusive means small, poorly fitted or top-dose-only effect, or effect the other way, or a change in a side signal; inactive means no such curve, though single readings can be large or run the other way; the % refers to the polarisation; further: potency means the concentration at half of the fitted maximal effect; on the % scale 0 is the no-effect control and ±100 the full control effect
# Target sequence (Q13526 whole entry, looked up): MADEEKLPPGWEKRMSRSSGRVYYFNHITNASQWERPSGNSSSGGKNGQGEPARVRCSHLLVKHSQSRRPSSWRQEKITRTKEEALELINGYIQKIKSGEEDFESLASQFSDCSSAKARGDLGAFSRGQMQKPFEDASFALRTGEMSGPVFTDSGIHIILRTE
# * marks the source's active call; other numbers are inactive results; ? = inconclusive; · = no result given; [ ] = remark or other dose. Unless noted, the call rests on the fitted dose curve; in most records, active means well fitted inhibition curve with a large enough effect; inconclusive means small, poorly fitted or top-dose-only effect; inactive means no such curve, though single readings can be large or run the other way. Only part of the results is shown, so the mix of outcomes need not match the whole.
SMILES,rTrxR1 inhibitor,IDH1 R132H inh,D2 ag,TrxR1 substrate,TRHR ag,TRHR enhancer,USP1 inh,D2 antagonist,Pin1 inhibitor
O=C1c2[nH]nc(-c3ccccc3)c2C(c2ccccc2)N1c1cccc(C(F)(F)F)c1 (configuration not stated),-5%,-20%,3.8,-9%,1.6,7,?,·,4%
COc1ccc(OCCOCCN2CCOCC2)cc1,35%[activator],0%,0.1,10%,0.5,-7,5%,-20,-18%
CCc1nc2ccccc2c(C(=O)OCc2nc3ccccc3c(=O)[nH]2)c1C,14%,-7%,·,8%,·,·,-11%,·,1%
CCC1CCCCN1CCCNC(=O)c1ccc2c(c1)N(Cc1cccc(Cl)c1)C(=O)c1ccccc1S2(=O)=O (configuration not stated),17%[57.1 µM],-6%,-0.7,-3%[57.1 µM],2.1,3,16%,·,3%
O=C(NCc1ccco1)C(c1ccncc1)N(C(=O)Cn1nnc2ccccc21)c1ccccc1F (configuration not stated),6%[57.1 µM],3%,-0.5,10%[57.1 µM],0.0,-4,-4%,21,-1%
O=C(O)CCCC(=O)Nc1ccn(-c2ccccc2)n1,-13%[57.1 µM],-1%,0.0,-3%[57.1 µM],0.3,-3,1%,-1,-2%
COc1cc(CC2C(=O)Nc3ccccc32)cc(C)c1O (configuration not stated),6%,-5%,0.9,-4%,0.3,4,-8%,4,-13%
O=C(CSc1nc2c(c(=O)n1-c1ccccc1)SCC2)N1CCN(c2ccccc2)CC1,11%[57.1 µM],-3%,-2.3,11%[57.1 µM],-0.1,-1,-14%,22,1%
CC(C)(C)OC(=O)N1CCC(NC(=O)c2nc[nH]c2C(=O)NCC(=O)OCc2ccccc2)CC1,-1%,1%,-0.7,-10%,-0.9,-4,8%,-23,0%
COc1ccc(C(=O)N2CCN(c3ccc(N4CCOCC4)nn3)CC2)cc1OC,-3%,1%,0.7,77%[activator],0.0,-19,-20%,18,0%
Cc1cc(=O)oc2cc(OCC(=O)Nc3nnc(CC(C)C)s3)ccc12,-14%,-2%,-0.6,1%,-0.9,5,-4%,2,16%
COc1ccc(Nc2ccc(N3C(=O)CC(C)C3=O)cc2[N+](=O)[O-])cn1 (configuration not stated),-8%,13%,0.1,-9%,0.3,2,-4%,-20,?
COc1cccc(C2C(C#N)=C(N)N(N(C)C)C3=C2C(=O)CC(C)(C)C3)c1 (configuration not stated),-5%,-12%,0.0,-1%,-0.6,5,-21%,-3,3%
O=C(Cc1ccon1)c1ccc(O)cc1O,3%,7%,0.7,-3%,1.0,-7,-12%,10,-5%
Cc1c(Cl)ccc2c1NC(=O)C21NC(CCC(N)=O)[C@H]2C(=O)N(c3ccc(Cl)cc3)C(=O)[C@H]21 (some centres not stated),-11%,0%,1.2,-6%,0.1,9,0%,3,5%
CCC(=O)Nc1ccc(C(=O)N2CCN(C(=O)c3ccco3)CC2)cc1,-1%,-3%,2.0,-32%,0.6,7,-5%,-10,4%
CCc1ccc(NC(=O)Cn2c(=O)n(CCCCC(=O)NCc3ccc4c(c3)OCO4)c(=O)c3ccccc32)cc1,16%,-1%,0.4,3%,1.8,-1,-29%,·,?
COc1ccc(N2CC(C(=O)Nc3nnc(SCc4cccnc4)s3)CC2=O)cc1 (configuration not stated),-5%,0%,0.1,-2%,0.2,11,-13%,6,?
O=C(NCCN1C(=O)S/C(=C\c2ccc(Cl)cc2)C1=O)c1ccc(F)c(S(=O)(=O)N2CCOCC2)c1,4%,6%,3.3,-5%,0.2,0,-17%,-12,18%
CN(C)c1ccc(/C=N/NC(=O)C(O)c2ccc(Br)cc2)cc1 (configuration not stated),?,9%,-0.7,39%[activator],-0.7,16,-5%,-13,?
CCOc1ccc(S(=O)(=O)NCc2cccnc2)cc1NC(=O)c1ccccc1,5%,4%,·,4%,·,·,-21%,·,-2%
CCN(CC)CCNC(=O)Nc1ccc2c(c1)N(Cc1ccccc1)C(=O)c1ccccc1S2,-5%,·,-1.1,-4%,1.8,-5,-22%,·,2%
CN(c1ncc(C(F)(F)F)cc1Cl)n1cc(C(N)=O)c2ccccc2c1=O,18%,7%,0.7,2%,0.5,-3,-16%,-8,-3%
Cc1c(Cl)cccc1NC(=O)CSc1nnc(CCNC(=O)OC(C)(C)C)o1,35%,4%,-0.7,10%,0.1,0,-19%,-6,1%
FC(F)Sc1ccc(NC2=NCCCCC2)cc1,21%,3%,1.1,3%,0.3,-1,0%,11,-4%

# Arranged by value in Pin1 inhibitor (largest number first): three of the compounds above
SMILES	rTrxR1 inhibitor	TrxR1 substrate	TRHR ag	TRHR enhancer	USP1 inh	D2 antagonist	Pin1 inhibitor
O=C1c2[nH]nc(-c3ccccc3)c2C(c2ccccc2)N1c1cccc(C(F)(F)F)c1 (configuration not stated)	-5%	-9%	1.6	7	?	·	4%
CCN(CC)CCNC(=O)Nc1ccc2c(c1)N(Cc1ccccc1)C(=O)c1ccccc1S2	-5%	-4%	1.8	-5	-22%	·	2%
Cc1c(Cl)cccc1NC(=O)CSc1nnc(CCNC(=O)OC(C)(C)C)o1	35%	10%	0.1	0	-19%	-6	1%

# Going on with the list.
SMILES,rTrxR1 inhibitor,IDH1 R132H inh,D2 ag,TrxR1 substrate,TRHR ag,TRHR enhancer,USP1 inh,D2 antagonist,Pin1 inhibitor
COc1ccc(C[C@H]2CN3C(=NC[C@@H]3C(C)C)N2C[C@H](C)NC(=O)c2ccc(C)c(Br)c2)cc1,7%,-5%,0.2,0%,-0.5,-5,-34%,-10,1%
COc1ccc(-n2c(=O)c3ccc(C(=O)NCc4ccc(C)cc4)cc3n(Cc3cccc(Cl)c3)c2=O)cc1,22%,0%,0.4,6%,0.3,-4,-17%,·,6%
CC(C(=O)Nc1ccc2c(c1)OCCO2)N(C)Cc1c(F)cccc1Cl (configuration not stated),18%[57.1 µM],3%,0.1,2%[57.1 µM],-0.1,1,-14%,12,9%
O=C(NCc1ccccc1F)c1cccc(S(=O)(=O)NCc2ccccc2)c1,-11%,4%,0.2,-15%,-0.9,10,-11%,-13,-3%
CCC(C)(C)C1CCc2c(sc(NC(=O)c3cccs3)c2C(N)=O)C1 (configuration not stated),-33%,0%,0.4,52%[activator],0.0,17,-5%,7,-5%
CCOC(=O)c1ccc(NC(=O)CSc2nccn2-c2ccc(OCC)cc2)cc1,3%,5%,-0.4,-4%,0.1,-4,-11%,·,?
CCN(CC)c1ccc(C(=O)NN)cc1,13%[57.1 µM],1%,-0.3,6%[57.1 µM],0.0,5,-15%,-5,-3%
N=c1ccn(Cc2c(Cl)cccc2Cl)cc1,11%,-2%,1.7,1%,0.4,-2,-22%,1,5%
CC1CN(C(=O)C(C)OC(=O)c2ccc3ncsc3c2)CC(C)O1 (configuration not stated),10%,-7%,0.6,-8%,0.3,3,-8%,-4,6%
COc1ccc(Oc2c(OC)cc([N+](=O)[O-])c3ncccc23)cc1,-14%,-6%,·,6%[57.1 µM],·,·,7%,·,12%
Cc1noc(NS(=O)(=O)c2ccc(NC(=O)C(Cl)(Cl)Cl)cc2)c1C,-3%,0%,0.7,-5%,0.3,-2,-12%,-14,0%
CC(C)(C)C(=O)CSc1nnc(Nc2ccccc2)s1,9%[57.1 µM],11%,0.3,5%[57.1 µM],0.7,-9,-20%,1,3%
CC(C)CCNC(=O)C(=O)NCc1ccccc1,-12%,2%,-2.2,-8%,-0.7,3,-22%,5,1%
CCOC(=O)c1c(C)[nH]c(C(=O)OCC(=O)N(C)C2CCS(=O)(=O)C2)c1C (configuration not stated),8%,4%,-0.4,0%,0.4,8,2%,-2,-2%
CC(=O)c1ccc(-c2ccc(C(=O)NC3CC(C)(C)NC(C)(C)C3)o2)cc1,-67%,1%,1.1,441%[activator],0.8,3,-18%,-23,0%
Cc1ccc(/C=[N+](/C)[O-])cc1,14%,1%,-0.3,1%,0.6,-2,5%,13,1%
COc1cccc(CNC(=O)C(=O)NCC(c2cccs2)S(=O)(=O)c2ccccc2)c1 (configuration not stated),15%[57.1 µM],12%,18,8%[57.1 µM],0.1,4,-14%,·,7%
CC(C)(C)[C@@H]1COC(=O)[C@H](Cc2ccc(F)cc2)C/C=C\C[C@@H](CC(=O)NCCO)C(=O)N1,12%,8%,·,0%,·,·,-24%,·,7%
Cc1cc(C)cc(NC(=O)CSc2nc(-c3ccccc3)c3cc(F)ccc3n2)c1,30%,-17%,0.9,3%,0.7,2,2%,·,-7%

# Entries shown so far with two or more sulfur atoms:
SMILES,rTrxR1 inhibitor,IDH1 R132H inh,D2 ag,TrxR1 substrate,TRHR ag,TRHR enhancer,USP1 inh,D2 antagonist,Pin1 inhibitor
O=C(CSc1nc2c(c(=O)n1-c1ccccc1)SCC2)N1CCN(c2ccccc2)CC1,11%[57.1 µM],-3%,-2.3,11%[57.1 µM],-0.1,-1,-14%,22,1%
COc1ccc(N2CC(C(=O)Nc3nnc(SCc4cccnc4)s3)CC2=O)cc1 (configuration not stated),-5%,0%,0.1,-2%,0.2,11,-13%,6,?
O=C(NCCN1C(=O)S/C(=C\c2ccc(Cl)cc2)C1=O)c1ccc(F)c(S(=O)(=O)N2CCOCC2)c1,4%,6%,3.3,-5%,0.2,0,-17%,-12,18%
CCC(C)(C)C1CCc2c(sc(NC(=O)c3cccs3)c2C(N)=O)C1 (configuration not stated),-33%,0%,0.4,52%[activator],0.0,17,-5%,7,-5%
CC(C)(C)C(=O)CSc1nnc(Nc2ccccc2)s1,9%[57.1 µM],11%,0.3,5%[57.1 µM],0.7,-9,-20%,1,3%
COc1cccc(CNC(=O)C(=O)NCC(c2cccs2)S(=O)(=O)c2ccccc2)c1 (configuration not stated),15%[57.1 µM],12%,18,8%[57.1 µM],0.1,4,-14%,·,7%
